Compound activity from PubChem.
T cell modulator – modulates CD8 T cell binding to vesicles | AID 2052 | calls only at 7 µM | 330,000 compounds, 0.068% hits | 2C CD8+ T cell-vesicle binding, flow cytometry; hits give low values;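 active = response, share of CD8 T cells binding vesicles, and their 90th percentile fluorescence all below set limits, cut at about 80% in these data, passing the limit was not always enough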
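Assay system – 2C mouse CD8+ T cells · Also added – QL9-loaded Drosophila micro-vesicles · Timing – Cell–vesicle co-incubation 1.5 h at 37 °C, staining 20 min on ice · Signal – flow cytometry of vesicle-bound cells · Measure – percent CD8+ FL2 mean versus row control · Controls – Peptide-free naked vesicles (low) and QL9 vesicles with 0.7% DMSO vehicle (high)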
NOD1 NF-kB reporter – NOD1 signaling inhibitors, primary screen, cell-based, luminescence, uHTS (AID 1578) | NOD1-driven NF-kB luciferase reporter cells, luminescence; higher % means a stronger effect | 290,000 compounds, 1% hits | one-dose inhibition, % at 4 µM; EC50 in µM for titrated hits; in the data active = inhibition mostly above about 36%, no sharp cut-off; inactive = mostly below about 34%;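 note: HEK-293T reporter cells stimulated with the NOD1 agonist gamma-tri-DAP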
NOD2 inhibition – inhibition of NOD2-driven NF-kB reporter – cell-based, luminescence, uHTS, HEK293 (AID 1566) | HEK293 NOD2/NF-kB luciferase reporter, luminescence; higher % means a stronger effect | inhibition, % at 4 µM, or EC50 in µM where a hit was titrated | 290,000 compounds, 0.63% hits; note: many of its hits are not listed in these tables
Myeloid diff MLP – promotes myeloid progenitor differentiation; ER-HoxA9 myeloid progenitors, lysozyme-GFP differentiation, flow cytometry; calls only at 10 µM; 360,000 compounds, 1% hits;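 active = normalized GFP-positive differentiation at or above the plate's own cutoff, the solvent-only control mean plus 3 SD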;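 note: cells exposed to compound for four days before flow analysis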
NTR1 agonist – agonists of NTR1, primary screen, imaging, U2OS cells, beta-arrestin-GFP, high content (AID 493036); P30989; activation, % at 20 µM; 330,000 compounds, 0.17% hits; NTR1-U2OS beta-arrestin-GFP spot imaging, agonist mode;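 active = activation at or above 40% of the spot to cytoplasm intensity ratio, with at least 20 cells analyzed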;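 note: 0% = DMSO without peptide and 100% = 100 nM NTR1 peptide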
Target sequence (P30989 whole entry, looked up): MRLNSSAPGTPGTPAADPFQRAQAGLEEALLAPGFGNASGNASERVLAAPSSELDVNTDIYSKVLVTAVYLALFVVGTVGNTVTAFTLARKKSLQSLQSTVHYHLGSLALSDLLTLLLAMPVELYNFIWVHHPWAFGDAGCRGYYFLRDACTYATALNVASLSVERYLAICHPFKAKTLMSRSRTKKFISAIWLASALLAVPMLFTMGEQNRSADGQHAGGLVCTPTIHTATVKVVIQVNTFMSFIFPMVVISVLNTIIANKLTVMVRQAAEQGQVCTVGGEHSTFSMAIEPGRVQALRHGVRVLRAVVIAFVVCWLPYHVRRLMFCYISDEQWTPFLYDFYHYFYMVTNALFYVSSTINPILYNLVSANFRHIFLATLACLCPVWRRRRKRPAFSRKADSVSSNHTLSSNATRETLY
KOR beta-arrestin-1 – kappa opioid receptor activators – cell-based, luminescence, uHTS, primary screen (AID 1777); KOR beta-arrestin recruitment, luminescence; higher % means a stronger effect; activation, % at 10 µM, or EC50 in µM where a hit was titrated; 280,000 compounds, 0.02% hits; in the data active = activation above about 50%, passing the limit was not always enough; note: a part of the inactive calls stands beside numbers as strong as those of hits
GPR55 LPI antagonism – GPR55 antagonists blocking LPI-driven arrestin recruitment, primary screen, imaging, U2OS, beta-arrestin-GFP, LPI agonist (AID 2013); 290,000 compounds, 0.13% hits; inhibition, % at 10 µM, or IC50 in µM where a hit was titrated; U2OS GPR55 beta-arrestin-GFP translocation imaging, LPI antagonism; higher % means a stronger effect;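 active = spots per cell inhibited over 60%, with over 100 cells counted and total cytoplasm intensity under 500,000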;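 note: U2OS cells stably carrying GPR55 and arrestin-GFP stimulated by 5 µM LPI near EC80; imaged beta-arrestin-GFP aggregate spots per cell after agonist stimulation; plate controls were LPI-stimulated DMSO wells for no effect and DMSO wells without LPI for full effect; some results filed as inactive read as strong as hits; confirmed hits need IC50 under 10 µM and bright autofluorescent wells are also inconclusive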
KOR beta-arrestin-2 – KOR antagonists, beta-arrestin recruitment, cell-based, luminescence, uHTS (AID 1778). KOR beta-arrestin recruitment, luminescence, antagonist mode; higher % means a stronger effect. inhibition, % at 10 µM, or IC50 in µM where a hit was titrated. 290,000 compounds, 0.091% hits; note: strong numbers were not always called active
GPR55 beta-arrestin – GPR55 agonists via beta-arrestin recruitment, primary screen, imaging, U2OS cells, beta-arrestin-GFP redistribution (AID 1961); U2OS GPR55 beta-arrestin-GFP redistribution imaging; higher % means a stronger effect; activation, % at 10 µM; hits with a dose series show EC50 in µM; 290,000 compounds, 0.048% hits;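 active = activation above 40% with more than 50 cells counted in the well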;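 note: U2OS osteosarcoma cells stably expressing GPR55 and beta-arrestin-GFP; plate controls were DMSO negative control for no effect and LPI positive control for full effect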
T cell modulator vesicle-bound % – recorded beside T cell modulator, whose call it bears; double positive events, %; measured here: CD8+ vesicle-bound cell fraction;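 binding gate set so that unloaded-vesicle control wells show 10% double positive cells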
NTR1 agonist cell count 20 µM – recorded beside NTR1 agonist, whose call it bears; cell count; measured here: cell count, cytotoxicity flag
Myeloid diff MLP GFP+ MAC1+ % – also measured in Myeloid diff MLP; calls as there; GFP+ MAC1+ double positive, %; measured here: differentiation confirmed by MAC1 staining
* hit, by the source's call. Cut-off read from the data, not from the text of the source, unless noted: active = inhibition above about 50%; inactive = the rest.

Screening CCCCN(CC)C(=O)Cn1nc(Cc2ccncc2)c2ccccc2c1=O returned T cell modulator inactive, NOD1 NF-kB reporter -14%, NOD2 inhibition -4%, Myeloid diff MLP inactive, NTR1 agonist -0.4, KOR beta-arrestin-1 2.2%, GPR55 LPI antagonism 10%, KOR beta-arrestin-2 -6%, GPR55 beta-arrestin 0.5%, T cell modulator vesicle-bound % 50, NTR1 agonist cell count 20 µM 88 and Myeloid diff MLP GFP+ MAC1+ % 0.4.
Screening CC1CN=C2C(C(=O)Nc3ccccc3)=C(O)CC(c3ccccc3)N21 (stereo unspecified) returned T cell modulator inactive, NOD1 NF-kB reporter -32%, NOD2 inhibition 0%, Myeloid diff MLP inactive, NTR1 agonist -0.1, KOR beta-arrestin-1 1.7%, GPR55 LPI antagonism 2%, KOR beta-arrestin-2 8%, GPR55 beta-arrestin 0.4%, T cell modulator vesicle-bound % 0, NTR1 agonist cell count 20 µM 60 and Myeloid diff MLP GFP+ MAC1+ % 0.6.
`O=C(NCc1ccccc1)c1ccc(/C=N/O)nc1` gave T cell modulator inactive, NOD1 NF-kB reporter -6%, NOD2 inhibition 9%, Myeloid diff MLP inactive, NTR1 agonist -3.9, KOR beta-arrestin-1 3.7%, GPR55 LPI antagonism 0%, KOR beta-arrestin-2 14%, GPR55 beta-arrestin 0.2%, T cell modulator vesicle-bound % 43, NTR1 agonist cell count 20 µM 80 and Myeloid diff MLP GFP+ MAC1+ % 0.8.
COCCCNCCOCCOc1ccc(Cl)cc1C(C)(C)C was read as T cell modulator inactive, NOD1 NF-kB reporter -4%, NOD2 inhibition -9%, Myeloid diff MLP inactive, NTR1 agonist -0.5, KOR beta-arrestin-1 2.1%, GPR55 LPI antagonism 4%, GPR55 beta-arrestin 0.1%, T cell modulator vesicle-bound % 50, NTR1 agonist cell count 20 µM 77 and Myeloid diff MLP GFP+ MAC1+ % 0.5.
Screening Cc1ccc(NC(=O)C2CCC(CNC(=O)[C@@H]3Cc4ccccc4CN3)CC2)c(C)c1 (stereo partly specified) returned T cell modulator inactive, NOD1 NF-kB reporter -15%, NOD2 inhibition -4%, Myeloid diff MLP inactive, NTR1 agonist 2.3, KOR beta-arrestin-1 5.1%, GPR55 LPI antagonism -9%, KOR beta-arrestin-2 -25%, GPR55 beta-arrestin -0.1%, T cell modulator vesicle-bound % 26, NTR1 agonist cell count 20 µM 44 and Myeloid diff MLP GFP+ MAC1+ % 0.6.
For COC(=O)c1cccc(N2C(=O)C3CC=CCC3C2=O)c1 (stereo unspecified) the results were T cell modulator inactive, NOD1 NF-kB reporter -20%, NOD2 inhibition 3%, Myeloid diff MLP inactive, NTR1 agonist -1.6, KOR beta-arrestin-1 -1.1%, GPR55 LPI antagonism 0%, KOR beta-arrestin-2 -1%, GPR55 beta-arrestin 0.0%, T cell modulator vesicle-bound % 21, NTR1 agonist cell count 20 µM 90 and Myeloid diff MLP GFP+ MAC1+ % 0.2.
`Cn1cnnc1SCC(=O)c1ccco1` gave T cell modulator inactive, NOD1 NF-kB reporter -14%, NOD2 inhibition 18%, Myeloid diff MLP inactive, NTR1 agonist 1.3, KOR beta-arrestin-1 -1.3%, GPR55 LPI antagonism 3%, KOR beta-arrestin-2 13%, GPR55 beta-arrestin 0.6%, T cell modulator vesicle-bound % 8, NTR1 agonist cell count 20 µM 49 and Myeloid diff MLP GFP+ MAC1+ % 7.9.
For S=c1[nH]nc(-c2ccco2)n1/N=C/c1cccc(Cl)c1Cl the results were T cell modulator inactive, NOD1 NF-kB reporter -18%, NOD2 inhibition 9%, Myeloid diff MLP inactive, NTR1 agonist -0.8, KOR beta-arrestin-1 -0.2%, GPR55 LPI antagonism 21%, KOR beta-arrestin-2 -17%, GPR55 beta-arrestin -0.1%, T cell modulator vesicle-bound % 48, NTR1 agonist cell count 20 µM 35 and Myeloid diff MLP GFP+ MAC1+ % 0.7.
`CCOC(=O)/C(C#N)=C1/SC(CCO)C(=O)N1c1ccccc1` (stereo unspecified) gave T cell modulator inactive, NOD1 NF-kB reporter -44%, NOD2 inhibition -8%, Myeloid diff MLP inactive, NTR1 agonist 1.9, KOR beta-arrestin-1 1.5%, GPR55 LPI antagonism -1%, KOR beta-arrestin-2 14%, GPR55 beta-arrestin -0.3%, T cell modulator vesicle-bound % 36, NTR1 agonist cell count 20 µM 47 and Myeloid diff MLP GFP+ MAC1+ % 0.7.
`COc1ccc2cc(C#N)c(SCC(=O)NNC(=O)Cc3ccccc3)nc2c1` gave T cell modulator inactive, NOD1 NF-kB reporter 23%, NOD2 inhibition 17%, Myeloid diff MLP inactive, NTR1 agonist 2.3, KOR beta-arrestin-1 -4.1%, GPR55 LPI antagonism 5%, KOR beta-arrestin-2 8%, GPR55 beta-arrestin -0.1%, T cell modulator vesicle-bound % 41, NTR1 agonist cell count 20 µM 81 and Myeloid diff MLP GFP+ MAC1+ % 2.0.
`O=C(NCc1cnc2ccccn12)C1CCC(=O)N(Cc2cccc(F)c2)C1` (stereo unspecified) gave T cell modulator inactive, NOD1 NF-kB reporter -20%, NOD2 inhibition 7%, Myeloid diff MLP inactive, NTR1 agonist 1.4, KOR beta-arrestin-1 8.8%, GPR55 LPI antagonism 6%, KOR beta-arrestin-2 -12%, GPR55 beta-arrestin 0.3%, T cell modulator vesicle-bound % 45, NTR1 agonist cell count 20 µM 58 and Myeloid diff MLP GFP+ MAC1+ % 0.4.
COC(=O)/N=C/c1c(NCc2ccccc2)nc2c(C)cccn2c1=O was read as T cell modulator inactive, NOD1 NF-kB reporter -55%, NOD2 inhibition 0%, Myeloid diff MLP inactive, NTR1 agonist 6.9, KOR beta-arrestin-1 -1.8%, GPR55 LPI antagonism 4%, KOR beta-arrestin-2 -8%, GPR55 beta-arrestin 0.2%, T cell modulator vesicle-bound % 47, NTR1 agonist cell count 20 µM 89 and Myeloid diff MLP GFP+ MAC1+ % 0.4.
`CC1(C)CC(O)C(C(O)c2cccc([N+](=O)[O-])c2)C(C)(C)N1` (stereo unspecified) gave T cell modulator inactive, NOD1 NF-kB reporter 4%, NOD2 inhibition 20%, Myeloid diff MLP inactive, NTR1 agonist -1.8, KOR beta-arrestin-1 0.0%, GPR55 LPI antagonism 3%, KOR beta-arrestin-2 -9%, GPR55 beta-arrestin 0.4%, T cell modulator vesicle-bound % 55, NTR1 agonist cell count 20 µM 50 and Myeloid diff MLP GFP+ MAC1+ % 0.5.
`NC(=O)NCCCC(=O)OCC(=O)c1ccc2ccccc2c1` gave T cell modulator inactive, NOD1 NF-kB reporter -7%, NOD2 inhibition 14%, Myeloid diff MLP inactive, NTR1 agonist -1.5, KOR beta-arrestin-1 -3.9%, GPR55 LPI antagonism 0%, KOR beta-arrestin-2 -6%, GPR55 beta-arrestin -0.3%, T cell modulator vesicle-bound % 54, NTR1 agonist cell count 20 µM 50 and Myeloid diff MLP GFP+ MAC1+ % 0.3.
`COc1cccc2cc(C(=O)NCc3ccco3)c(=O)oc12` gave T cell modulator inactive, NOD1 NF-kB reporter 24%, NOD2 inhibition 7%, Myeloid diff MLP inactive, NTR1 agonist 0.4, KOR beta-arrestin-1 -0.9%, GPR55 LPI antagonism 7%, KOR beta-arrestin-2 -2%, GPR55 beta-arrestin 0.1%, T cell modulator vesicle-bound % 41, NTR1 agonist cell count 20 µM 45 and Myeloid diff MLP GFP+ MAC1+ % 1.7.
Screening Cn1cccc1C(=O)NC(=O)COC(=O)c1ccccc1Sc1ccccc1C#N returned T cell modulator inactive, NOD1 NF-kB reporter -11%, NOD2 inhibition 1%, Myeloid diff MLP inactive, NTR1 agonist -1.1, KOR beta-arrestin-1 15%, GPR55 LPI antagonism -1%, KOR beta-arrestin-2 1%, GPR55 beta-arrestin -0.2%, T cell modulator vesicle-bound % 63, NTR1 agonist cell count 20 µM 58 and Myeloid diff MLP GFP+ MAC1+ % 3.0.
For CC12CC3(C)CC(C)(C1)CC(C(=O)NCCc1ccc(S(N)(=O)=O)cc1)(C2)C3 the results were T cell modulator inactive, NOD1 NF-kB reporter -5%, NOD2 inhibition 2%, Myeloid diff MLP inactive, NTR1 agonist -0.8, KOR beta-arrestin-1 -1.3%, GPR55 LPI antagonism -4%, KOR beta-arrestin-2 20%, GPR55 beta-arrestin -0.2%, T cell modulator vesicle-bound % 34, NTR1 agonist cell count 20 µM 47 and Myeloid diff MLP GFP+ MAC1+ % 0.3.
For CCCn1c(SCC(=O)c2ccc3c(c2)OCCO3)nnc1C(C)C the results were T cell modulator inactive, NOD1 NF-kB reporter -26%, NOD2 inhibition -8%, Myeloid diff MLP inactive, NTR1 agonist 0.2, KOR beta-arrestin-1 2.2%, GPR55 LPI antagonism -4%, KOR beta-arrestin-2 -21%, GPR55 beta-arrestin -0.2%, T cell modulator vesicle-bound % 59, NTR1 agonist cell count 20 µM 59 and Myeloid diff MLP GFP+ MAC1+ % 4.1.
CCOC(=O)CNC(=O)Cn1cnc2c(nnn2-c2ccc(F)cc2)c1=O was read as T cell modulator inactive, NOD1 NF-kB reporter 2%, NOD2 inhibition 26%, Myeloid diff MLP inactive, NTR1 agonist 3.3, KOR beta-arrestin-1 -0.7%, GPR55 LPI antagonism 10%, KOR beta-arrestin-2 10%, GPR55 beta-arrestin 0.2%, T cell modulator vesicle-bound % 43, NTR1 agonist cell count 20 µM 75 and Myeloid diff MLP GFP+ MAC1+ % 7.7.
Screening CCOC(=O)N1CCN(C(=S)NC2CCCCC2)CC1 returned T cell modulator inactive, NOD1 NF-kB reporter -23%, NOD2 inhibition -4%, Myeloid diff MLP inactive, NTR1 agonist -2.1, KOR beta-arrestin-1 5.2%, GPR55 LPI antagonism 3%, KOR beta-arrestin-2 25%, GPR55 beta-arrestin -0.4%, T cell modulator vesicle-bound % 22, NTR1 agonist cell count 20 µM 55 and Myeloid diff MLP GFP+ MAC1+ % 1.0.

Only part of the results is shown; the hit share may differ from the screen's.
